Bioassay records: PubChem, National Center for Advancing Translational Sciences (NCATS)
KDM4E inh = JMJD2E (human) inhibition; B2RXH2; JMJD2E catalytic domain, FDH-coupled NADH fluorescence (FDH is formaldehyde dehydrogenase); Potency, µM (doses to about 57.1 µM), for inactives: top-dose activity change, negative = inhibition, hits mostly inhibitors; 230,000 compounds, 1.6% hits; active = well fitted inhibition curve with a large enough effect, not every such curve was filed as active; inconclusive = small, poorly fitted or top-dose-only effect, or another doubt; inactive = no such curve, though single readings can be large or run the other way;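 also: 0% = wells with enzyme and -100% = buffer wells without enzyme; nearly all actives have a fitted effect of over 50% in size; many of its hits are not listed in these tables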
Target sequence (B2RXH2 1-337 limits assumed): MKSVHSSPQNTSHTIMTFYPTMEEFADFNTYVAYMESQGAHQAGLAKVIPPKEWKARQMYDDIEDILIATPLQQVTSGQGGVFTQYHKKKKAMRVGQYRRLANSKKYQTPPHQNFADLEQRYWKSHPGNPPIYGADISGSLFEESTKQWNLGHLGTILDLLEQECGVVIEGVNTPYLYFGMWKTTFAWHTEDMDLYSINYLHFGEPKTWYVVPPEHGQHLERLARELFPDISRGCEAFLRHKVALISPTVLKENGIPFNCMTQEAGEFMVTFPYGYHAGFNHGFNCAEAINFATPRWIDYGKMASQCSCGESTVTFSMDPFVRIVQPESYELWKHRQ
Tau fibril FP = tau fibrillization inhibition (FP); P10636; K18 P301L tau heparin fibrillization, Alexa594 FP, 6 h; 280,000 compounds, 0.39% hits; Potency, µM (series often up to 57.7 µM), inactives show at the highest dose activity, negative = inhibition, usual class: inhibitors; also: % is scaled to controls: 0 for no effect and ±100 for the full control effect; nearly all actives have a fitted effect of over 55% in size
Target sequence (P10636 561-689 P618L limits assumed): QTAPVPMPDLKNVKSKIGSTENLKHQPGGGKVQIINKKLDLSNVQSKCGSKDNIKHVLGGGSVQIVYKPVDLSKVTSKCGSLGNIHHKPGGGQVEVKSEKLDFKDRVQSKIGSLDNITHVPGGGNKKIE
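Steps: dispense K18 P301L tau (15 uM plus 0.24 uM Alexa 594 tracer, final) in pH 7 sodium acetate; add compound; add heparin (20 uM final); incubate 6 hr, 37 C; add ThT (30 uM final); after 1 hr ambient, read FP.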
Tau ThT inhib = inhibitors of human tau fibril formation, thioflavin T binding. Potency, µM (series often up to 57.4 µM), without a hit: top-dose activity, negative = inhibition, hits mostly inhibitors. AID 1460. 270,000 compounds, 2.1% hits. recombinant tau K18 P301L, heparin-induced fibrillization, ThT fluorescence. P10636; also: % is scaled to controls: 0 for no effect and ±100 for the full control effect; nearly all actives have a fitted effect of over 55% in size
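Fibril formation assay: tau K18 P301L at 15 uM with trace Alexa 594 label, heparin inducer 20 uM, pH 7 sodium acetate buffer, 37 C for 6 hr; endpoint ThT signal.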
HTT ATP protect = cytoprotection in Huntington HTT-Q103 PC12 cell model. PC12 HTT-Q103 induced, cytoprotection, ATP luminescence, 40 h. AID 1471. Potency, µM (highest dose often 56.4 µM), inactives show cytoprotection (ATP increase), usual class: activators. 230,000 compounds, 0.14% hits;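 also: % of control where 0% means no effect; nearly all actives have a fitted effect of over 45% in size; toxic huntingtin expression switched on by the ecdysone agonist tebufenozide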
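PC12 cells with ecdysone-inducible HTT exon 1 Q103-GFP, induced with 100 nM tebufenozide and co-treated with library compounds in a dose series (1536-well, 1500 cells/well). Cytoprotection read as ATP content by ATPlite luminescence.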
HttQ103 aggreg = reduces HttQ103-GFP aggregates in PC12 cells | 220,000 compounds, 1.1% hits | Potency, µM (titrated, usually from 46.1 µM), for inactives: at the top dose activity change, negative = inhibition, most hits filed as inhibitors | PC12 HttQ103-GFP aggregates, Acumen cytometry, 40 h; also: % is scaled to controls: 0 for no effect and ±100 for the full control effect; nearly all actives have a fitted effect of over 60% in size
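Inducible Q103 Huntingtin exon 1–GFP PC12 line, 1500 cells/well in phenol red free DMEM with 5% equine and 5% calf serum. Tebufenozide 100 nM induced expression; compounds titrated; aggregates quantified by cytometry.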
SMN2 splice enh = increases expression of the SMN2 splice variant. HEK293 SMN2-luciferase splicing reporter, luminescence, 30-36 h. Potency, µM (doses to about 46.1 µM), for the others: at the highest dose activity change, positive = activation, usual class: activators. 210,000 compounds, 2.8% hits. AID 1458; also: % of control where 0% means no effect; nearly all actives have a fitted effect of over 55% in size
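HEK293 cells carry an SMN2 minigene-luciferase reporter in which exon 7 inclusion puts luciferase in frame. Cells were seeded at 2000 cells/well, attached for 10-12 hours, then exposed to compounds for 30-36 hours at 37C before ONE-Glo luminescence.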
Tau fluor counter = counter-screen for tau fibril formation inhibitors; tau K18 P301L Alexa594 fluorescence, heparin fibrillization; Potency, µM (highest dose often 57.7 µM), inactives show top-dose activity change, negative = decrease; 280,000 compounds, 0.93% hits; AID 1463; also: % is scaled to controls: 0 for no effect and ±100 for the full control effect; nearly all actives have a fitted effect of over 55% in size
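Human tau K18 P301L (15 uM unlabeled, 0.24 uM Alexa 594-labeled) in 100 mM sodium acetate pH 7 with 20 uM heparin, 6 hr at 37 C. ThT 30 uM added, 1 hr ambient; Alexa 594 FP and total fluorescence read at 555/632 nm.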
ALDH1A1 block = inhibitors of human aldehyde dehydrogenase 1A1. Purified ALDH1A1, NADH fluorescence, propionaldehyde substrate. Potency, µM (series often up to 75.3 µM), inactives show top-dose activity, negative = inhibition, hits mostly inhibitors. 220,000 compounds, 7.3% hits; active = well fitted inhibition curve with a large enough effect, not every such curve was filed as active; inconclusive = small, poorly fitted or top-dose-only effect, or another doubt; inactive = no such curve, though single readings can be large or run the other way;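 also: plate controls were no enzyme wells and a reference inhibitor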
Target sequence (P00352 whole entry, looked up): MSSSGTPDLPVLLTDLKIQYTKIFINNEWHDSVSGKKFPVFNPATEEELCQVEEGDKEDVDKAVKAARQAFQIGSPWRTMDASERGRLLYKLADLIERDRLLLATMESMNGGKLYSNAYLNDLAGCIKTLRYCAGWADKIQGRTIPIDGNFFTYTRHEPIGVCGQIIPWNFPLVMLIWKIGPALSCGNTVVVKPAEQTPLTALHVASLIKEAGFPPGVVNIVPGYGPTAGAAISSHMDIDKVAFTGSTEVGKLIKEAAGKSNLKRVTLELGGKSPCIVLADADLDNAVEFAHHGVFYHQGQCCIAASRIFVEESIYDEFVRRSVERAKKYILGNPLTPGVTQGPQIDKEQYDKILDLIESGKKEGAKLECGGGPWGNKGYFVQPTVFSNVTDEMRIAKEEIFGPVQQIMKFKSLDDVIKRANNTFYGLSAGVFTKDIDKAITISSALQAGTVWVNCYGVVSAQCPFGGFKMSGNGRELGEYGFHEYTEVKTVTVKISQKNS
* hit, by the source's call; ? = inconclusive; nt = no result given; & = joins results of further samples; [ ] = remark or other dose. Unless noted, calls follow the shape of the dose curve; as a rule, active = well fitted curve in the direction sought with a large enough effect; inconclusive = small, poorly fitted or top-dose-only effect, or another doubt; inactive = no such curve, though single readings can be large; an effect the other way counts as inactive or inconclusive. Potency is read from the fitted curve at half-maximal effect.

SMILES	KDM4E inh	Tau fibril FP	Tau ThT inhib	HTT ATP protect	HttQ103 aggreg	SMN2 splice enh	Tau fluor counter	ALDH1A1 block
COc1ccc(NC(=O)Nc2ccc3c(c2)N(C)C(=O)CS3)cc1OC	3%	6%	-6%	-15%	18%	17%	-5%	12%
Oc1cccc(NC(=S)Nc2cccnc2)c1	1%	1%	?	-14%[10 µM]	5%	4%	-23%	-7%
CC(=O)N1Cc2cc([N+](=O)[O-])ccc2Oc2ccccc21	10%	5%	-11%	-30%[inhibitor]	6%	3%	-2%	3%
COc1ccc(CCCc2nnc(SCC(=O)Nc3ccc(F)cc3)o2)cc1C	nt	?	-7%	nt	nt	-10%	-12%	nt
Cc1ccc(C)c(CN2C(=O)c3ccccc3S(=O)(=O)c3ccc(C(=O)NCc4ccccc4)cc32)c1	nt	?	11%	nt	nt	17%	-11%	nt
O=C(Cc1cccc2ccccc12)Nc1ccc2oc(-c3ccccc3)nc2c1	?	-8%	-8%	-18%	3%	12%	?	?
CCCC(=O)NC(c1cccs1)c1cc(Cl)c2cccnc2c1O (stereo unspecified)	?	4%	9%	-35%[inhibitor][10 µM]	-1%[9.22 µM]	nt	11%	?
Cc1ccc(C)c(C(=O)NCc2ccncc2)c1	-5%	1%	-1%	-2%	-10%	?	1%	-1%
N#Cc1ccccc1Cn1c(=O)n(C2CCCC2)c(=O)c2ccccc21	-23%	-9%	-11%	29%	-48%	-4%	-24%	?
Cc1cc(NC(=O)c2noc3c2CCCC3)n(-c2ccccc2)n1	4%	5%	-8%	-9%	4%	-2%	-4%	-11%
Cc1ccc(OCC(=O)NNC(=O)C2CCN(c3ncccn3)CC2)cc1	?	-6%	4%	21%	-5%	1%	-2%	?
O=C1OC(c2ccccc2)=N/C1=C\C=C\c1ccccc1[N+](=O)[O-]	-20%	2%	?	25%[10 µM]	-17%	2%	-2%	?

Entries of single compounds, quoted from the list. Screens in order: KDM4E inh | Tau fibril FP | Tau ThT inhib | HTT ATP protect | HttQ103 aggreg | SMN2 splice enh | Tau fluor counter | ALDH1A1 block
Record of N#Cc1ccccc1Cn1c(=O)n(C2CCCC2)c(=O)c2ccccc21 → -23% | -9% | -11% | 29% | -48% | -4% | -24% | ?
Record of CC(=O)N1Cc2cc([N+](=O)[O-])ccc2Oc2ccccc21 → 10% | 5% | -11% | -30%[inhibitor] | 6% | 3% | -2% | 3%
Record of Cc1ccc(C)c(C(=O)NCc2ccncc2)c1 → -5% | 1% | -1% | -2% | -10% | ? | 1% | -1%

More results follow.
SMILES	KDM4E inh	Tau fibril FP	Tau ThT inhib	HTT ATP protect	HttQ103 aggreg	SMN2 splice enh	Tau fluor counter	ALDH1A1 block
CC(C)(C)C1CCc2c(sc(NC(=O)c3ccncc3)c2C(=O)Nc2ccccc2Cl)C1 (stereo unspecified)	nt	4%	-1%	nt	nt	-15%	-9%	nt
O=c1[nH]c2cc3c(cc2cc1CN(CCO)S(=O)(=O)c1ccccc1)OCCO3	?	5%	nt	3%[10 µM]	-10%[9.22 µM]	nt	-22%	nt
CS(=O)(=O)N(CC(=O)N1CCN(c2ccccc2)CC1)Cc1ccc(Cl)cc1	-1%	4%	-9%	21%	-13%	-12%	-14%	7%
Cc1ccc2oc(C(=O)Nc3c(C(=O)Nc4cccc(Cl)c4)oc4ccccc34)cc(=O)c2c1	nt	-16%	4%	nt	nt	-3%	-9%	nt
O=C(O)CCCC(=O)Nc1ccc(Oc2cccc(C(F)(F)F)c2)nc1	1%	1%	-9%	7%[10 µM]	6%[9.22 µM]	nt	-12%	10%
CC(C)(C)C(=O)O/N=C(\N)c1ccc([N+](=O)[O-])s1	-12%	3%	-19%	8%[10 µM]	22%[9.22 µM]	nt	-15%	8%
O=C(NN=C1CCCCCC1)NC1CCCCC1	2%	-1%	-1%	2%[10 µM]	7%	nt	2%	7%
Cc1ccc(NC(=O)CSc2nnc(C)c(=O)[nH]2)cc1C	-5%	-10%	-4%	4%	-6%	1%	-13%	4%
C=CCNC(=S)NNC(=O)c1csc(C)c1CC	6%	-5%	-11%	?	1%	-9%	-7%	9%
Cc1cc(OCCCCCNCCO)ccc1Cl	10%	-7%	0%	19%[10 µM]	-23%	-5%	0%	5%
CCCCSc1nnc(-c2ccc(C)cc2)c2ccccc12	-2%	-4%	?	nt	11µM*	-30%	-3%	?
C=CCn1c(SCC(=O)c2ccc(O)c(O)c2)nnc1-c1cccnc1	3.5µM*	-8%	?	3%[10 µM]	-9%[9.22 µM]	nt	-21%	nt
Cc1ccccc1Nc1cc(C(=O)NCc2ccco2)c2ccccc2n1	-3%	11%	?	-4%[10 µM]	0%	-9%	?	4%
CNc1nc(=S)[nH]c2ccccc12	5%	-2%	-6%	-5%[10 µM]	-2%[9.22 µM]	nt	-6%	nt
COC(=O)c1cc(Cl)c(NC(=O)c2ccco2)cc1OC	-9%	-7%	?	2%[0.074 µM]	-12%	-28%	-8%	-8%
COCCn1c(Cc2cccn2C)nnc1SCC(=O)NCc1ccc2c(c1)OCO2	-10%	-2%	-4%	-17%	-11%	-14%	-3%	-1%
NS(=O)(=O)c1ccc(CNS(=O)(=O)c2cccc3nonc23)cc1	-2%	2%	nt	-63%[inhibitor][10 µM]	?	nt	-2%	nt
COc1ccc(NS(=O)(=O)c2ccc(O)c(C(=O)OCC(=O)NC3CCCCC3)c2)cc1	-4%	-7%	1%	3%	-4%	4%	-8%	?
CC(C)c1ccc(OCC(O)CN2CCN(c3ccc(F)cc3)CC2)cc1 (stereo unspecified)	nt	3%	?	nt	nt	-21%	-27%	nt
COc1ccc(N(CC(=O)NC(C)(C)C)C(=O)c2ccco2)cc1	9%	0%	-7%	7%	4%	-14%	-2%	6%
CCCOc1ccc(Cc2nn[nH]n2)cc1	-5%	-3%	?	7%	-1%	-14%	-14%	-5%
CCOC(=O)c1ccc(NC(=O)NC2CC3CCC(C2)N3C(=S)NC)cc1 (stereo unspecified)	5%	0%	-5%	-39%[inhibitor]	-18%	-7%	-8%	6%
CCN(CC)S(=O)(=O)c1ccc2c(c1)nc(CCC(=O)O)n2CC	4%	0%	1%	-21%	14%	5%	2%	6%
CCOCC(=O)Nc1c(C(=O)Nc2ccc3c(c2)OCCO3)oc2ccccc12	-7%	-5%	9%	nt	0%	2.8µM*	2%	?
CSc1ccc(CN(C)C(C)C(=O)NCc2ccccc2)cc1 (stereo unspecified)	12%	0%	1%	-61%[inhibitor]	-10%	-10%	3%	-7%
CCCC1N2CC3([N+](=O)[O-])CN1CC([N+](=O)[O-])(C2)C3(C)C (stereo unspecified)	-5%	13%	6%	19%[10 µM]	11%	24%	3%	?
CCOC(=O)C1(C)C=C(Nc2ccccc2)C(=O)N1c1ccccc1 (stereo unspecified)	-2%	-6%[2.34 µM]	-5%	6%[10 µM]	-13%[9.22 µM]	nt	5%[2.34 µM]	1%
O=C(CN1C(=O)COc2ccccc21)N(Cc1cccnc1)Cc1cccc(F)c1	0%	4%	-3%	-7%[10 µM]	-18%	9%	0%	7%
Cn1c(=O)c2c(nc(NCCc3ccccc3)n2Cc2cccc(Br)c2)n(C)c1=O	nt	?	1%	nt	nt	-9%	?	nt
Cn1c(SCc2ccccn2)nnc1-c1ccncc1	0%	2%	-1%	-1%	-5%	-2%	-4%	-14%
COc1ccc(CN2CCC(CO)(Cc3ccccc3C(F)(F)F)CC2)c(F)c1	14%	-2%	-12%	-31%	-4%	nt	-8%	5%
Cn1c(=O)c2c(nc(N3CCN(Cc4ccccc4)CC3)n2CCSc2ncccn2)n(C)c1=O	-7%	-2%	-2%	-3%[10 µM]	-3%	-9%	0%	2%
Cn1nc(-c2ccc(C(=O)Nc3ccc(F)cc3)cc2)c2ccccc2c1=O	?	?	2%&3%	nt	-16%	-37%&3%[inhibitor]	-17%&-24%	?
COc1ccc(-c2nnc(SCc3ccccc3F)o2)cc1	0%	3%	?	-12%	-25%	11µM*	-21%	-14%
Cc1cc2ccccn2c1C(=O)c1ccc(Cl)cc1	-4%	-1%	?	-51%[inhibitor]	-23%	-14%	-24%	-11%
CCOC(=O)C1=C(c2ccccc2)N=c2s/c(=C\c3cc(OC)c(OC)c(OC)c3)c(=O)n2C1c1cccs1 (stereo unspecified)	6%	-6%	-8%	-33%[inhibitor]	-11%	21%	-12%	3%
O=C(Nc1ccc(-c2csc(Nc3ccc(Cl)cc3)n2)cc1)c1cccc(C(F)(F)F)c1	?	4%	?	-2%[10 µM]	-33%[9.22 µM]	nt	4µM*[quencher]	nt
Cc1cc(OCC(=O)NCCCN(C)C)cc(C)c1Br	-7%	-6%	6%	-6%	-12%	4%	2%	2%
CCCn1c(C)nc2c(NCCCN3CCCCC3C)nc(C)nc21 (stereo unspecified)	9%	5%	4%	10%	nt	0%	0%	5%
Clc1ccc(OCCSCc2nc3ccccc3[nH]2)cc1	-5%	-13%	-16%	14%[10 µM]	7.1µM*	-71%[inhibitor]	?	?
O=C(NCc1ccccn1)c1cnc2sccn2c1=O	?	-4%	?	-16%	-2%	nt	?	-13%
Cc1ccc(CSc2ccc(C(=O)N3CCOCC3)cc2[N+](=O)[O-])cc1	6%	8%	-5%	-10%	5%	-17%	-3%	11%
NC(=O)CSC1=Nc2ccccc2C2=NC(c3ccccc3)C(=O)N12 (stereo unspecified)	?	4%	-9%	13%	7%	-5%	-7%	?
CCCC(=O)Nc1sc(C)c(-c2ccc(C(C)CC)cc2)c1C#N (stereo unspecified)	0%	0%	-15%	-55%[inhibitor]	0%	9%	-4%	?
COC(=O)[C@@]1(Cc2ccc(F)cc2)[C@H]2c3cc(C(=O)N(C)C)n(Cc4ccsc4Br)c3C[C@H]2CN1C(=O)c1ccccc1	-13%	-6%	-15%	?	nt	-49%[inhibitor]	-8%	5%
COc1ccc(-n2c(=O)c3c4c(sc3n3c(=S)[nH]nc23)CCCC4)cc1	?	6%	-2%	14%[0.074 µM]	21%	-4%	-2%	-12%

Not all compounds are listed; the hit share may differ from the screen's.
